HCV inhibitor: inhibitors of hepatitis C virus infection. Huh7.5.1 HCVcc-Cre infection, luciferase reporter, 44 h. Potency, µM (top dose mostly 41.8 µM), for the others: at the highest dose activity change, negative = inhibition, usual class: inhibitors. 340,000 compounds, 3.4% hits; active means well fitted inhibition curve with a large enough effect; inconclusive means small, poorly fitted or top-dose-only effect, or another doubt; inactive means no such curve, though single readings can be large or run the other way; further: potency means the concentration at half of the fitted maximal effect
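Infectious HCV cell culture screen: compound-treated cells (1,000/well, pre-plated 4 h) are infected with HCVcc-Cre at roughly 0.5 moi and grown 44 h. Infection is quantified by luciferase signal after 15 min substrate incubation at room temperature.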
HCMV antiviral: inhibitors of human cytomegalovirus; HFF cells, HCMV-luciferase reporter, 72 h; hits give low values; activity change, negative = inhibition, % at 57.5 µM; 410,000 compounds, 4.5% hits; AID 1259415; in the data active means activity change below about -60%; inconclusive means no clear call, values can overlap the other calls; inactive means above about -39%
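HFF cells seeded 16 h at 37C, treated with compounds, infected with luciferase-reporter HCMV at MOI 1 PFU/cell; luciferase read at 72 h post infection, normalized to buffer-only and Salinomycin controls.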
* hit, by the source's call; [ ] = remark or other dose. On the % scale 0 is the no-effect control and ±100 the full control effect. Only part of the results is shown. The share of hits here may be higher or lower than overall.

How did CCOc1ccc(C(=O)Nc2cc(=O)n(C)c(=O)n2C)cc1 do in these assays?
HCV inhibitor: -7%; HCMV antiviral: -6

Results for O=[N+]([O-])c1ccc(O)c(C=NNc2ccc(S(=O)(=O)O)cc2)c1 ?
HCV inhibitor: 0%; HCMV antiviral: 16

How did CCN(CC)CCCN1C(=O)C(O)=C(C(=O)c2ccco2)C1c1ccc(C)o1 (stereo not drawn) do in these assays?
HCV inhibitor: 9%; HCMV antiviral: 11

Results for CN(C)CCNC(=O)c1cccc2nc3cccc(F)c3nc12 ?
HCV inhibitor: inconclusive; HCMV antiviral: -99*

How did Nc1ccc2c(c1)[nH]c(=O)c1ccccc12 do in these assays?
HCV inhibitor: -25%; HCMV antiviral: 25

How did O=C(Cc1cccc(NC(=O)C2CCCN(C(=O)C3CCC3)C2)c1)Nc1ccc(C(=O)N2CCCCC2)cc1 (stereo not drawn) do in these assays?
HCV inhibitor: 15%; HCMV antiviral: 0

What do the screens show for `Clc1ccc(Nc2ccc3ccccc3n2)cc1`?
HCV inhibitor: -14%; HCMV antiviral: 11

Results for COC(=O)C(CC(=O)c1ccc(Cl)cc1)c1ccccc1 (stereo not drawn) ?
HCV inhibitor: 3%; HCMV antiviral: -101*

What do the screens show for `COc1ccc(CCNC(=O)c2ccccc2C(=O)NCCc2ccc(OC)cc2)cc1`?
HCV inhibitor: 1%; HCMV antiviral: 25

Results for N#Cc1c(N)n(C2OC(CO)C(O)C2O)c2ncnc(N)c12 (stereo not drawn) ?
HCV inhibitor: inconclusive; HCMV antiviral: -99*

How did CCNCCNc1ccc(Cl)cc1[N+](=O)[O-] do in these assays?
HCV inhibitor: -24%; HCMV antiviral: -1

Results for CN(C(=O)c1cccc(NC(=O)Cc2ccc(NC(=O)C3CCCN(S(=O)(=O)c4cccc([N+](=O)[O-])c4)C3)cc2)c1)C1CCC1 (stereo not drawn) ?
HCV inhibitor: inconclusive; HCMV antiviral: -32

Overlap with the part before: 6 compounds, then new ones.
What do the screens show for `Clc1ccc(Nc2ccc3ccccc3n2)cc1`?
HCV inhibitor: -14%; HCMV antiviral: 11

Results for COC(=O)C(CC(=O)c1ccc(Cl)cc1)c1ccccc1 (stereo not drawn) ?
HCV inhibitor: 3%; HCMV antiviral: -101*

What do the screens show for `COc1ccc(CCNC(=O)c2ccccc2C(=O)NCCc2ccc(OC)cc2)cc1`?
HCV inhibitor: 1%; HCMV antiviral: 25

Results for N#Cc1c(N)n(C2OC(CO)C(O)C2O)c2ncnc(N)c12 (stereo not drawn) ?
HCV inhibitor: inconclusive; HCMV antiviral: -99*

How did CCNCCNc1ccc(Cl)cc1[N+](=O)[O-] do in these assays?
HCV inhibitor: -24%; HCMV antiviral: -1

Results for CN(C(=O)c1cccc(NC(=O)Cc2ccc(NC(=O)C3CCCN(S(=O)(=O)c4cccc([N+](=O)[O-])c4)C3)cc2)c1)C1CCC1 (stereo not drawn) ?
HCV inhibitor: inconclusive; HCMV antiviral: -32

What do the screens show for `CCOC(=O)C[C@H]1c2cc(F)ccc2S(=O)(=O)N1C(C)C`?
HCV inhibitor: 9%; HCMV antiviral: -5

Results for COc1cc(C(=O)NC2CCCCCCC2)cc(OC)c1OC ?
HCV inhibitor: 14%; HCMV antiviral: 2

How did CN(C)S(=O)(=O)c1ccc(NC(=O)Cn2nc(-c3ccc4c(c3)OCCO4)ccc2=O)cc1 do in these assays?
HCV inhibitor: -9%; HCMV antiviral: 0

What do the screens show for `O=C(NC1CCCCC1)c1csnn1`?
HCV inhibitor: 24%; HCMV antiviral: -8

What do the screens show for `COc1ccc(-n2nc(C(=O)NCC(=O)N3CCN(c4ccccn4)CC3)c3ccccc3c2=O)c(OC)c1`?
HCV inhibitor: -19%; HCMV antiviral: 0

How did CC1(c2nnc(Cc3ccccc3)o2)CC(c2cccnc2)=NO1 (stereo not drawn) do in these assays?
HCV inhibitor: 19%; HCMV antiviral: 5

Results for C=CCOC(=O)C(C(=O)Cc1ccccc1)c1ccccc1 (stereo not drawn) ?
HCV inhibitor: 16%; HCMV antiviral: -12

How did O=C(NCC1CCCO1)C(=O)N/N=C/c1ccc(OCc2ccccc2Cl)cc1 (stereo not drawn) do in these assays?
HCV inhibitor: -1%; HCMV antiviral: 26

Results for O=C(O)C1Nc2ccc(C(F)(F)F)cc2C2OCCC12 (stereo not drawn) ?
HCV inhibitor: -4%; HCMV antiviral: 1

What do the screens show for `CC(=O)c1cc2c(=O)c3ccccc3oc2nc1C`?
HCV inhibitor: -10%; HCMV antiviral: 14

Results for CS(=O)(=O)c1ccc(NC(=O)c2cc3c(cc2Cl)N2CCCCCC2=NS3(=O)=O)cc1 ?
HCV inhibitor: 36%[activator]; HCMV antiviral: -27

How did Cn1c(=O)c(=O)n(C)c2cc(S(=O)(=O)N3CCC(N4CCCCC4)CC3)ccc21 do in these assays?
HCV inhibitor: 12%; HCMV antiviral: 26

What do the screens show for `O=C1c2ccccc2C(=O)N1CC1CO1` (stereo not drawn)?
HCV inhibitor: 14%; HCMV antiviral: 25

Results for COc1ccc(C2OCC(C)([N+](=O)[O-])CO2)cc1 (stereo not drawn) ?
HCV inhibitor: 22%; HCMV antiviral: 30

What do the screens show for `Cc1ccsc1C(=CCCN1CCC[C@@H](C(=O)O)C1)c1sccc1C`?
HCV inhibitor: 11%; HCMV antiviral: -39

What do the screens show for `O=C(C=Cc1cccnc1)c1ccccc1`?
HCV inhibitor: inconclusive; HCMV antiviral: -25

What do the screens show for `N#CC1C(=O)NC(=O)C(C#N)C12CCCC(C(F)(F)F)C2` (stereo not drawn)?
HCV inhibitor: 30%[activator]; HCMV antiviral: -20

What do the screens show for `Cc1ccc(NC(=O)C2CCCC2)cc1Cl`?
HCV inhibitor: 1%; HCMV antiviral: -11

What do the screens show for `CCN1C[C@@H]2[C@@H]3C(=O)N(Cc4ccccc4)C(=O)[C@@H]3[C@](C)(C1=O)N2C(=O)c1ccc(Cl)cc1`?
HCV inhibitor: 12%; HCMV antiviral: -4

How did CCN1CCn2c3c(c4cc(Br)ccc42)CCCC31 (stereo not drawn) do in these assays?
HCV inhibitor: inconclusive; HCMV antiviral: 1

How did CC(C)(C)c1ccc(OCC(O)CN2CCc3ccccc3C2)cc1 (stereo not drawn) do in these assays?
HCV inhibitor: inconclusive; HCMV antiviral: -63*

How did Cc1ccc2c(c1)P(=O)(O)c1cc(C)ccc1O2 do in these assays?
HCV inhibitor: 26%; HCMV antiviral: 8

How did O=C(O)CC1c2ccccc2CCN1S(=O)(=O)c1cccs1 (stereo not drawn) do in these assays?
HCV inhibitor: 12%; HCMV antiviral: 20

What do the screens show for `O=P(NC1CCCCC1)(c1ccccc1)c1ccccc1`?
HCV inhibitor: 5%; HCMV antiviral: 27

Results for O=C(Nc1cc(Cl)cc2c1-c1ccc(Cl)cc1C2O)C(Cl)Cl (stereo not drawn) ?
HCV inhibitor: 11µM*; HCMV antiviral: -15

Results for COC(C[C@@H](O)C[C@H](O)[C@H](C)OCc1ccccc1)OC ?
HCV inhibitor: -6%[8.37 µM]; HCMV antiviral: -16

Results for O=C(Cc1ccccc1)c1ccc(O)cc1O ?
HCV inhibitor: -4%; HCMV antiviral: 22

What do the screens show for `Cc1ccc(OCCNC(=O)CCc2ccccc2)cc1C`?
HCV inhibitor: -8%; HCMV antiviral: -33

How did CCOc1cc(C(=S)N2CCN(C)CC2)ccc1OCC(=O)N1CCCC1 do in these assays?
HCV inhibitor: 15%; HCMV antiviral: 9

How did C[C@@H](NCCCn1cnc2c(OCc3ccccc3)ncnc21)c1cccc2ccccc12 do in these assays?
HCV inhibitor: inconclusive; HCMV antiviral: -31

How did COC(C/C=C\[C@H](O)COCc1ccccc1)OC do in these assays?
HCV inhibitor: 4%; HCMV antiviral: -1

Results for O=C(O)C(=Cc1ccccc1)Cc1ccccc1 ?
HCV inhibitor: 7%; HCMV antiviral: 12

Results for O=C1c2cc([N+](=O)[O-])ccc2-c2cc(Br)c(N=C(NO)C(F)(F)F)cc21 ?
HCV inhibitor: inconclusive; HCMV antiviral: inconclusive

Results for CC(CNC(=O)CCc1ccccc1)NC(=O)CCc1ccccc1 (stereo not drawn) ?
HCV inhibitor: 3%; HCMV antiviral: 51

Results for S=C1CC2CCCC(C2)N1 (stereo not drawn) ?
HCV inhibitor: 28%; HCMV antiviral: 0

Results for CCOC(=O)C1=C(O)C(=O)C(C(=O)OCC)C1 (stereo not drawn) ?
HCV inhibitor: 33%[activator]; HCMV antiviral: 23

Results for NC1=C(Br)C(=O)c2ncccc2C1=O ?
HCV inhibitor: inconclusive; HCMV antiviral: -102*

Results for Cc1cccc(NC(=O)COC(=O)C(NC(=O)c2cccc(S(=O)(=O)N3CCOCC3)c2)C(C)C)c1 (stereo not drawn) ?
HCV inhibitor: inconclusive; HCMV antiviral: -31

Results for CCN1C(=O)/C(=C/c2cn(-c3ccccc3)nc2-c2cccnc2)SC1=S ?
HCV inhibitor: inconclusive; HCMV antiviral: -24

Results for COc1ccccc1CC(O)CC1c2c(cc3c(c2OC)OCO3)CCN1C (stereo not drawn) ?
HCV inhibitor: inconclusive; HCMV antiviral: -11

Results for COCCCN1CC23C=CC(O2)C(C(=O)OC)C3C1=O (stereo not drawn) ?
HCV inhibitor: 16%; HCMV antiviral: -19

What do the screens show for `O=C(OCc1ccccc1)N1CCC2CC1c1cc(-c3ccc(F)cc3)ccc12` (stereo not drawn)?
HCV inhibitor: -4%[8.37 µM]; HCMV antiviral: -10

How did O=C(NC1CC1)C1=C[C@H](c2coc3ccccc3c2=O)C[C@H](OCCCCO)O1 do in these assays?
HCV inhibitor: 19%; HCMV antiviral: inconclusive

Results for COc1ccc(CCC(=O)Nc2nnc(C)s2)cc1 ?
HCV inhibitor: -4%; HCMV antiviral: 17

How did CNC(=O)c1cc(NC(=O)N(CCC#N)CCN(C(=O)NC(Cc2ccccc2)C(=O)NC(CC(C)C)C(=O)NC)c2ccccc2)ccc1OC (stereo not drawn) do in these assays?
HCV inhibitor: 12%; HCMV antiviral: -24

What do the screens show for `COCCCn1c(=O)/c(=C/c2ccccc2OC(F)F)s/c1=C(\C#N)C(=O)NCCOC`?
HCV inhibitor: 2%; HCMV antiviral: 32

Results for O=C(NCCCc1ccccc1)c1cccc(NC(=O)C2CCCC2)c1 ?
HCV inhibitor: inconclusive; HCMV antiviral: -15

How did O=C(Nc1ccccc1)c1ccccc1NC(=O)c1ccccc1C(=O)O do in these assays?
HCV inhibitor: 5%; HCMV antiviral: inconclusive

What do the screens show for `O=C(CCC(C(=O)O)N1C(=O)c2ccccc2C1=O)Nc1ccccc1` (stereo not drawn)?
HCV inhibitor: 6%; HCMV antiviral: -14

What do the screens show for `CC(=NNc1ccc2ccccc2n1)c1ccccc1O`?
HCV inhibitor: inconclusive; HCMV antiviral: -61*

How did CC(C)C[C@@H](CNCC(=O)[C@H](C)NC(=O)c1[nH]cnc1C(=O)N[C@H](CN)CC(C)C)NC(=O)c1nc[nH]c1C(=O)N[C@@H](C)C(=O)O do in these assays?
HCV inhibitor: 25%; HCMV antiviral: -34

How did O=C1NC(=O)C(Nc2ccc(Cl)c(Cl)c2)C(=O)N1 do in these assays?
HCV inhibitor: -12%; HCMV antiviral: -9

Results for O=C1NC(=O)C2(CCCCC2)N1 ?
HCV inhibitor: inconclusive; HCMV antiviral: -6

How did O=C(NCC1CCCO1)c1ccccc1NS(=O)(=O)c1ccc(Br)s1 (stereo not drawn) do in these assays?
HCV inhibitor: 1%; HCMV antiviral: 27

Results for Cc1cc(O)cc2c1C1CCC3(C)C(O)CCC3C1C=C2 (stereo not drawn) ?
HCV inhibitor: inconclusive; HCMV antiviral: 55

How did O=C(CCCCn1ccc(=O)[nH]c1=O)Nc1ccc(O)c(C(=O)O)c1 do in these assays?
HCV inhibitor: 0%; HCMV antiviral: -19

Results for O=C(OCC(=O)N1CCN(C(=O)COC(=O)c2ccccc2NCCO)CC1)c1ccccc1NCCO ?
HCV inhibitor: -22%; HCMV antiviral: 0

How did CC(=O)C(C(c1ccccc1)N1CCOCC1)N1CCOCC1 (stereo not drawn) do in these assays?
HCV inhibitor: 6%; HCMV antiviral: -14

What do the screens show for `CN(C(=O)c1cccc(NC(=O)Cc2ccc(NC(=O)C3CCN(S(=O)(=O)c4cccc([N+](=O)[O-])c4)CC3)cc2)c1)C1CCCCC1`?
HCV inhibitor: -9%; HCMV antiviral: -26

What do the screens show for `COC(=O)Cc1ccc(NC(=S)N2CCN(CCO)CC2)cc1`?
HCV inhibitor: 28%; HCMV antiviral: 48

Results for CC(=NNc1nc2ccccc2s1)c1ncccn1 ?
HCV inhibitor: inconclusive; HCMV antiviral: -97*

What do the screens show for `CCn1cc(C(=O)NC2CCCCCC2)c(=O)c2cc(S(=O)(=O)N3CCCCC3)ccc21`?
HCV inhibitor: 0%; HCMV antiviral: 6

Results for O=C(Cc1ccc(NC(=O)C2CCCN(C(=O)C3CCCCC3)C2)cc1)Nc1cccc(C(=O)N2CCCCC2)c1 (stereo not drawn) ?
HCV inhibitor: -23%[8.37 µM]; HCMV antiviral: 1

What do the screens show for `COc1cccc(C2C(C(=O)c3cc4ccccc4o3)=C(O)C(=O)N2CCN(C)C)c1OC` (stereo not drawn)?
HCV inhibitor: -11%; HCMV antiviral: -12

Results for N#CCc1c(C#N)c(N)nc(N2CCOCC2)c1C#N ?
HCV inhibitor: 21%; HCMV antiviral: -14

How did CN(Cc1ccc(OC(F)F)cc1)C(=O)c1cccc(S(=O)(=O)N2CCN(Cc3ccccc3)CC2)c1 do in these assays?
HCV inhibitor: 5.6µM*; HCMV antiviral: -92*

How did COc1ccc(-n2c(N)cc(=O)nc2SCC(=O)NC2CCCCC2)cc1 do in these assays?
HCV inhibitor: 28%; HCMV antiviral: inconclusive

Screening results: PubChem, National Center for Advancing Translational Sciences (NCATS)
